# OXTR ag = human OXTR agonists, primary screen, fluorescence, CHO-OTR cells, Fluo-8 calcium; Oxytocin receptor (Homo sapiens), P30559; Fluo-8 calcium fluorescence; normalized: DMSO 0%, oxytocin 100%; activation, % at 3 µM; 0.32% of 320,000 active;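 active = activation above the mean of all tested compounds plus 3 SD, cutoff set per screening run, cut at about 20% in these data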;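 note: peak over basal fluorescence ratio from a 100 s FLIPR kinetic read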
# Target sequence (P30559 whole entry, looked up): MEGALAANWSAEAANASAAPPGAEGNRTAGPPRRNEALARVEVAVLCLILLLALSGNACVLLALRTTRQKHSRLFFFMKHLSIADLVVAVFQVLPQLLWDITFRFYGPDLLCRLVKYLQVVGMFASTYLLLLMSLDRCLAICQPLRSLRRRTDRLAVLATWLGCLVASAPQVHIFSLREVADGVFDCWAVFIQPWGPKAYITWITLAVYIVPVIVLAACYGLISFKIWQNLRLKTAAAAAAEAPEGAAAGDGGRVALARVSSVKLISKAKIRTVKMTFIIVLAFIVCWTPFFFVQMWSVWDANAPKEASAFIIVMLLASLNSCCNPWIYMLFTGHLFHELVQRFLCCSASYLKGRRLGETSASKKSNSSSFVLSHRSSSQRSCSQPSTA
# MEKK2mut PB1 HTS = MEK5 binding signal on mutant MEKK2 PB1, primary screen, biochemical, multiplex bead flow cytometry, Alexa488-MEK5; Alexa488-MEK5 binding to MEKK2 mutant; percent response, % at 10 µM; 0.35% of 290,000 active; AID 1530, 2009; in the data active = percent response above about 24%, passing the limit was not always enough; note: inactives centre near 1; some results filed as inactive read as strong as hits
# MEKK2 WT-MEK5 = modulators of MEK5 binding to wildtype MEKK2, primary screen, biochemical, multiplex bead flow cytometry, Alexa488-MEK5; Mitogen-activated protein kinase kinase kinase 2 (Homo sapiens), Q9Y2U5; binding response (% of control), % at 10 µM; 1.1% of 290,000 active; Alexa488-MEK5 binding to MEKK2 WT; actives lie on both sides; in the data active = binding response below about 67% or above about 130%
# NALP1 yeast inh = NALP1 inflammasome inhibitors in reconstituted yeast, colorimetric, S. cerevisiae, triplicate retest | S. cerevisiae NALP1/ASC/caspase-1 growth, X-gal OD620, 72 h | inhibition, % at 10 µM | 0.61% of 280,000 active | AID 2071, 2009; in the data active = inhibition mostly above about 24%, no sharp cut-off; inactive = mostly below about 32%; note: some compounds called inactive have numbers as strong as hits
# GPR7 antagonist = GPR7 receptor antagonists, primary screen, cell-based, fluorescence, single concentration; GPR7-expressing cells, fluorescence antagonist assay; inhibition, % at 4.4 µM; 1.1% of 290,000 active; AID 1861, 2009; in the data active = inhibition above about 16%, passing the limit was not always enough;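 note: cells stimulated with the agonist NPW; 0% = agonist with vehicle and 100% = vehicle without agonist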
# GalR3 antagonist = GalR3 antagonists in HEK293 cells, primary screen, cell-based, fluorescence readout; Galanin receptor type 3 (Homo sapiens), O60755; inhibition, % at 3 µM; HEK293 GalR3-CNG cAMP membrane potential fluorescence; galR3 body fused to GalR1 C-terminus; 0.44% of 360,000 active;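 active = inhibition above the screen-wide average plus 3 SD, cut at about 13% in these data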;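 note: forskolin and galanin both at EC90 stimulate the cells; cAMP rise reported by CNG channel membrane potential dye signal; 0% = forskolin plus galanin with DMSO and 100% = forskolin alone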
# Target sequence (O60755 1-299 limits assumed): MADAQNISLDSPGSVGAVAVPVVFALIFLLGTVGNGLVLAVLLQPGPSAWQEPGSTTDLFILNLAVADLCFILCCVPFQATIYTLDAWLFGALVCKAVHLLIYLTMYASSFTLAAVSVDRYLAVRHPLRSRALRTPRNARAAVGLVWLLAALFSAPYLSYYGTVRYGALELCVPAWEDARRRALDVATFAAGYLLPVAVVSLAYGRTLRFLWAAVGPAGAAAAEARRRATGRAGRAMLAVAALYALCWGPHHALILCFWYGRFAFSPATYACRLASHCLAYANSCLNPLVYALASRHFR
# M18AAP inhibitor = PfM18AAP inhibitors, malaria aminopeptidase, primary screen, biochemical, QFRET, recombinant enzyme; 1.2% of 290,000 active; AID 1822, 2009; H-Glu-NHMec fluorogenic cleavage; M18 aspartyl aminopeptidase (Plasmodium falciparum 3D7); inhibition, % at 7.35 µM;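 active = inhibition above the campaign mean inhibition over all tested compounds plus 3 SD, cut at about 28% in these data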;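 note: 0% = plate median of test compound wells and 100% = 2 mM ZnCl2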
# V1aR counter = agonists of human V1a receptor, primary screen, counter-screen for OXTR agonist project, fluorescence, CHO-V1R cells | AID 2797, 2010 | activation, % at 3 µM | 0.25% of 320,000 active | Fluo-8 calcium fluorescence, agonist mode; 0% DMSO, 100% 3 nM vasopressin | Vasopressin V1a receptor (Homo sapiens), P37288;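 active = activation above the mean activation of all tested compounds plus 3 SD, per screening run, cut at about 20% in these data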;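 note: signal is peak over basal fluorescence ratio across a 100 second FLIPR read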
# Target sequence (P37288 whole entry, looked up): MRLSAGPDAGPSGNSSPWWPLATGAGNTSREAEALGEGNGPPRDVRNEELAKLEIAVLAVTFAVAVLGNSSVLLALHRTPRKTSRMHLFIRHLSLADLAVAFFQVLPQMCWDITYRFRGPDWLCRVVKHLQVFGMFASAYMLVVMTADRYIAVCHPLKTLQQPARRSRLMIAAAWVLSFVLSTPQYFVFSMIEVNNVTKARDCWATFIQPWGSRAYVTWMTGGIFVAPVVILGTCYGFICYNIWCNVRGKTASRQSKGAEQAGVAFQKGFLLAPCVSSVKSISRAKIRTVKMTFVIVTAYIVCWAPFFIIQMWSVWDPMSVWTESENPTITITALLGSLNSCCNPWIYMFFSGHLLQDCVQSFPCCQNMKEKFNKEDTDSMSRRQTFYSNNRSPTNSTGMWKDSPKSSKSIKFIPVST
# OXTR potentiator = human OXTR potentiators, primary screen, fluorescence, CHO-OTR cells, Fluo-8 calcium | AID 2445, 2010 | Fluo-8 calcium fluorescence, potentiator mode; 0% = oxytocin EC15, 100% = EC100 | 0.061% of 320,000 active | activation, % at 3 µM;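 active = activation above that plate's cutoff, the mean activation of tested compounds plus 3 SD, cut at about 6.6% in these data, passing the limit was not always enough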;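 note: 100% uses oxytocin at 75 nM as the full agonist control; some results filed as inactive read as strong as hits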
#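 Replication – single well per compound, singlicate · Assay system – CHO cell line stably expressing human OTR · Timing – 6 min pre-incubation, 100 s read · Measure – normalized max/min fluorescence ratio, % activation · Doses – 3.0 µM, one dose · Detection – Fluo-8 calcium dye fluorescence · Probe or stimulus – oxytocin near EC15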
# An asterisk follows results filed as active; . = no result given.
SMILES,OXTR ag,MEKK2mut PB1 HTS,MEKK2 WT-MEK5,NALP1 yeast inh,GPR7 antagonist,GalR3 antagonist,M18AAP inhibitor,V1aR counter,OXTR potentiator
CCN(Cc1ccccc1)C(=O)C1CCC(CNc2c(N3CCOCC3)c(=O)c2=O)CC1 (stereo unspecified),0.7,1,111,-49,0,3,-10,0.8,2
CC(C)c1ccc(CN2C(=O)NC3(CCCCCC3)C2=O)cc1,-2.3,-5,93,-11,20,-2,1,-0.1,-13
COc1cccc(NC(=O)CNC(=O)c2ccc([N+](=O)[O-])cc2)c1,0.1,-24,84,.,-4,-4,1,0.5,7
CNc1c(NS(=O)(=O)c2ccc(C3CCCCC3)cc2)c(=O)oc2ccccc12,0.8,-1,99,7,-23,-2,-16,1.2,-4
OCCN(Cc1ccccc1)C(=S)Nc1ccc(F)cc1,0.7,-3,103,-2,-11,-4,-14,-0.4,-3
CCOC(=O)c1cc(NC(=O)C2C3C=CC(O3)C2C(=O)O)cc(C(=O)OCC)c1 (stereo unspecified),-0.9,10,111,-27,-7,-9,1,0.3,-5
O=C(CN1C(=O)/C(=C2\SC(=S)N(CCS(=O)(=O)O)C2=O)c2ccccc21)Nc1cccc(Br)c1,0.9,-10,93,-5,0,-2,-8,1.6,-3
Cc1ccc(CSc2nc3c(c(=O)[nH]c(=O)n3C)n2CCC(C)C)cc1,-1.6,17,119,2,-15,-3,1,-1.6,1
CC(C(=O)NCc1cccs1)N1C(=O)c2ccccc2C1=O (stereo unspecified),0.5,1,96,2,-7,.,0,0.5,-4
CNC(=S)N/N=C/c1ccc(OCC(=O)Nc2c(C)cc(C)cc2C)c(OC)c1,0.0,7,104,23,-11,19*,6,0.1,3

# In a second layout: results already given.
# Each structure is followed by: OXTR ag | MEKK2mut PB1 HTS | MEKK2 WT-MEK5 | NALP1 yeast inh | GPR7 antagonist | GalR3 antagonist | M18AAP inhibitor | V1aR counter | OXTR potentiator
- CCN(Cc1ccccc1)C(=O)C1CCC(CNc2c(N3CCOCC3)c(=O)c2=O)CC1 (stereo unspecified)
→ 0.7 | 1 | 111 | -49 | 0 | 3 | -10 | 0.8 | 2
- CC(C)c1ccc(CN2C(=O)NC3(CCCCCC3)C2=O)cc1
→ -2.3 | -5 | 93 | -11 | 20 | -2 | 1 | -0.1 | -13
- COc1cccc(NC(=O)CNC(=O)c2ccc([N+](=O)[O-])cc2)c1
→ 0.1 | -24 | 84 | . | -4 | -4 | 1 | 0.5 | 7
- CNc1c(NS(=O)(=O)c2ccc(C3CCCCC3)cc2)c(=O)oc2ccccc12
→ 0.8 | -1 | 99 | 7 | -23 | -2 | -16 | 1.2 | -4
- OCCN(Cc1ccccc1)C(=S)Nc1ccc(F)cc1
→ 0.7 | -3 | 103 | -2 | -11 | -4 | -14 | -0.4 | -3
- CCOC(=O)c1cc(NC(=O)C2C3C=CC(O3)C2C(=O)O)cc(C(=O)OCC)c1 (stereo unspecified)
→ -0.9 | 10 | 111 | -27 | -7 | -9 | 1 | 0.3 | -5
- O=C(CN1C(=O)/C(=C2\SC(=S)N(CCS(=O)(=O)O)C2=O)c2ccccc21)Nc1cccc(Br)c1
→ 0.9 | -10 | 93 | -5 | 0 | -2 | -8 | 1.6 | -3

# The list continues:
SMILES,OXTR ag,MEKK2mut PB1 HTS,MEKK2 WT-MEK5,NALP1 yeast inh,GPR7 antagonist,GalR3 antagonist,M18AAP inhibitor,V1aR counter,OXTR potentiator
O=C(Nc1c2c(nn1-c1ccc([N+](=O)[O-])cc1)CS(=O)(=O)C2)c1ccccc1F,3.1,4,99,-19,-11,-4,-4,3.9,-12
COC(=O)c1ccccc1S(=O)(=O)N(CCCN1CCOCC1)Cc1cccs1,-0.8,-1,98,10,3,0,4,-0.5,-6
Cc1ccc(NC(=O)C2CCCN(S(=O)(=O)c3cccs3)C2)cc1 (stereo unspecified),3.6,-7,86,10,-7,-2,-2,4.1,-6
COc1ccc2c(c1)C(c1ccccc1)=NNC(c1ccco1)=N2,-1.3,1,104,28,-2,-5,6,-0.2,3
COc1ccc(/C=N/NC(N)=S)cc1OC(=O)c1cccc2ccccc12,1.6,1,94,-3,-4,1,9,1.3,-15
O=C(C/C=N\OCc1ccc([N+](=O)[O-])cc1)Nc1ccc(F)cc1F,8.1,0,101,5,10,-4,-10,7.9,-19
COc1ccc(CCNC(=O)CSc2nc(O)c(CC(C)C)c(=O)[nH]2)cc1OC,-0.5,8,106,4,-8,-2,3,-0.4,-6
COc1ccc(C(CNC(=O)c2cccc(Br)c2)N2CCCC2)cc1 (stereo unspecified),2.7,2,113,13,-5,-5,-1,2.3,1
COC(=O)c1ccc(-c2noc(CN3CCCC(CNC(C)=O)C3)n2)cc1 (stereo unspecified),0.9,-10,94,12,7,4,-1,0.1,0
CC(CN1CCOCC1)OC(=O)c1ccccc1 (stereo unspecified),-0.1,1,102,0,-5,-5,3,0.5,-4
O=C(O)c1ccc(N=Nc2c(-c3ccccc3)[nH]oc2=O)cc1,0.4,7,103,2,-6,-9,2,-0.5,-5
Cc1ccc(-n2nc(C)c3c(C)c(CCC(=O)O)c(C)nc32)cc1C,0.6,11,104,-1,-13,-8,6,2.0,-15
C=CCNC(=O)c1ccccc1S(=O)c1ccccc1C#N (stereo unspecified),-0.2,1,104,9,4,-1,-2,-0.7,-14
Cc1cccc(C)c1NC(=S)N(CCCN1CCCCC1)Cc1ccco1,2.0,2,102,0,-17,-2,3,0.8,-8
CC(C)C[C@H](NC(=O)OC(C)(C)C)C(=O)N1CCC(C(=O)N[C@@H](Cc2c[nH]c3ccccc23)C(=O)O)CC1,-0.3,8,105,12,3,-11,-2,-0.6,-17
Cc1cnc(C(=O)OCC(=O)Nc2cc(Cl)ccc2C#N)cn1,1.3,.,.,.,.,-2,.,-0.2,1
CCC(C(=O)Nc1cc(C)nn1-c1nc(C)cc(C)n1)c1ccccc1 (stereo unspecified),-1.1,0,101,14,-12,3,-8,0.6,-11
CC(=O)Nc1ccc(SCC(=O)N(C)CC(=O)Nc2ccccc2Cl)cc1,0.1,.,.,.,.,-6,.,0.9,1
Nc1nc2ccc([N+](=O)[O-])c(N)c2s1,-0.7,-12,81,10,-11,-3,1,-0.4,-14
O=C(CCS(=O)(=O)c1cccc2nsnc12)N1CCN(Cc2ccc3c(c2)OCO3)CC1,0.3,-2,99,4,2,-5,-2,0.7,-4
COc1ccccc1NC(=O)c1ccc(Cl)c(S(=O)(=O)N2CCOCC2)c1,-2.0,16,113,7,-5,0,-5,0.9,-2
Cc1ccccc1C(=O)N1CCC(C(=O)Nc2ccc(C)c(S(=O)(=O)N3CCCCC3)c2)CC1,1.5,.,.,.,.,-7,.,4.1,-9
O=C(NCC1OCCc2ccccc21)C1COc2ccccc2O1 (stereo unspecified),-0.1,0,101,-7,6,.,-3,0.0,0
O=C(O)/C(=C\C(=O)c1ccccc1)Nc1ccccc1,0.7,6,110,-12,-6,.,-2,-0.3,-1
O=C(COc1ccccc1Br)N1CCN(c2ccccc2)CC1,-1.3,-1,89,-6,-11,-9,3,-0.9,-8
CC(NC(=O)c1cc(-c2ccncc2)nc2ccc(Cl)cc12)C1CCCO1 (stereo unspecified),0.0,-3,103,3,-1,-1,1,0.7,-13
CC1CCCN(C2(O)C(=O)Nc3c(C(F)(F)F)cccc32)C1 (stereo unspecified),-0.3,6,100,-3,8,-8,6,0.6,-19
S=C(N/N=C/c1ccc2c(c1)OCO2)NC1CC2CCC1C2 (stereo unspecified),-1.9,-2,92,-2,-5,-4,1,-1.7,-18
COc1ccc(OC)c(NC(=O)CCCNC(=O)c2ccc(Cl)cc2)c1,-1.5,2,102,12,-3,-9,0,0.4,6
COC(=O)CNS(=O)(=O)c1ccc(C)cc1,0.4,9,106,-13,-5,-5,6,0.5,-1
COc1ccc(CNC(=O)CN(c2ccc(C)cc2)S(=O)(=O)c2c(C)nn(C)c2C)cc1,-2.0,2,102,13,-8,2,-4,-1.2,-6
O=C(NCC1CCCO1)C(=O)N/N=C/c1cc(Cl)ccc1O (stereo unspecified),-1.8,-10,94,-15,-11,-7,9,1.8,-12
CCN(CC(=O)N1CCCCCC1)S(=O)(=O)c1ccc(C)cc1,-0.6,2,105,16,-10,-6,0,0.6,-11
O=[N+]([O-])c1cc(Cl)ccc1Oc1ccc(-c2nnco2)cc1,-0.8,12,108,10,-5,-1,1,6.0,-9
O=C(c1ccncc1)N1CCN(S(=O)(=O)c2ccc(F)cc2)CC1,0.2,6,107,8,-20,0,-8,1.6,4
Cc1ccc(OCCCC(=O)Nc2ccc(N3CCOCC3)cc2)cc1,2.5,9,111,-14,-4,-4,-1,3.3,-8
O=C(O)CCCc1ccc2ccc3cccc4ccc1c2c34,11,-5,96,13,-15,-3,2,17,-18
Nc1ccc(-n2nncc2-c2ccco2)cc1,0.9,4,107,-16,-11,-5,18,-0.1,2
CC(C)N1CCC(NC(=O)Nc2ccccc2)CC1,0.6,-2,104,-1,-12,-2,-3,0.2,-4
CCS(=O)(=O)NCC(c1ccco1)N1CCN(c2ccc(F)cc2)CC1 (stereo unspecified),-0.7,-4,92,19,0,-1,5,2.0,4

# 3 entries out of the list, ordered by count of non-hydrogen atoms, largest number first:
SMILES,OXTR ag,MEKK2mut PB1 HTS,MEKK2 WT-MEK5,NALP1 yeast inh,GPR7 antagonist,GalR3 antagonist,M18AAP inhibitor,V1aR counter,OXTR potentiator
O=C(CCS(=O)(=O)c1cccc2nsnc12)N1CCN(Cc2ccc3c(c2)OCO3)CC1,0.3,-2,99,4,2,-5,-2,0.7,-4
COC(=O)c1ccccc1S(=O)(=O)N(CCCN1CCOCC1)Cc1cccs1,-0.8,-1,98,10,3,0,4,-0.5,-6
O=C(c1ccncc1)N1CCN(S(=O)(=O)c2ccc(F)cc2)CC1,0.2,6,107,8,-20,0,-8,1.6,4

# Continued:
SMILES,OXTR ag,MEKK2mut PB1 HTS,MEKK2 WT-MEK5,NALP1 yeast inh,GPR7 antagonist,GalR3 antagonist,M18AAP inhibitor,V1aR counter,OXTR potentiator
O=C(NCCc1c[nH]c2ccccc12)C(F)(F)F,-0.1,6,105,13,14,-2,-12,0.4,-5
Cn1c(Cn2nnc3ccccc32)nnc1SCC(=O)Nc1ccc2c(c1)OCO2,0.6,2,102,13,-5,-1,5,0.1,-1
CC(C)(C)c1ccc(C(=O)OCCNC(=O)c2c(Cl)nc3ccccn23)cc1,0.1,9,106,19,-1,-3,0,7.3,-13
COCCCNC(=O)/C(C#N)=C/c1c(N2CCN(c3cccc(Cl)c3)CC2)nc2c(C)cccn2c1=O,-1.4,4,98,19,-9,-10,5,1.2,-19
COc1ccccc1NC(=O)C(=O)NCCC1CCCCN1S(=O)(=O)c1ccc(F)cc1 (stereo unspecified),-1.8,.,.,.,.,-6,.,-1.5,-12
Cc1occc1C(=O)Nc1cccc(S(=O)(=O)N2CCOCC2)c1,1.6,.,.,.,.,-1,.,0.0,-5
O=C(NCc1ccccc1Cl)c1cc(C(=O)C2CC2)c[nH]1,2.1,4,109,22,-1,1,-3,5.3,-10
